High-throughput results deposited in PubChem by National Center for Advancing Translational Sciences (NCATS).
APE1 inh = APE1 (human) endonuclease inhibition; 0.35% of 350,000 active; Potency, µM (titrated, usually from 65.8 µM), without a hit: at the top dose activity change, negative = inhibition, most hits filed as inhibitors; P27695; recombinant APE1, TAMRA/BHQ-2 abasic DNA cleavage fluorescence; AID 2517;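 note: potency is the fitted concentration of half-maximal effect; plate controls were vehicle for no effect and reference inhibitor for full effect; nearly all actives have a fitted effect of over 55% in size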
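Enzyme (0.75 nM final) and test compound are incubated 15 min at room temperature before adding 50 nM quenched THF abasic-site duplex. Cleavage dequenches TAMRA, followed at 525/598 nm over three reads one minute apart.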
Apoferritin bind = binds horse apoferritin like a general anesthetic | P02791 | apoferritin/1-aminoanthracene competitive binding, fluorescence | Potency, µM (titrated, usually from 77.5 µM), inactives show at the highest dose activity change, negative = displacement, hits mostly inhibitors | 0.074% of 350,000 active | AID 485281; note: potency is the fitted concentration of half-maximal effect; % is set by controls: 0 for no effect and ±100 for the full control effect; nearly all actives have a fitted effect of over 20% in size
Target sequence (P02791 2-175 limits assumed): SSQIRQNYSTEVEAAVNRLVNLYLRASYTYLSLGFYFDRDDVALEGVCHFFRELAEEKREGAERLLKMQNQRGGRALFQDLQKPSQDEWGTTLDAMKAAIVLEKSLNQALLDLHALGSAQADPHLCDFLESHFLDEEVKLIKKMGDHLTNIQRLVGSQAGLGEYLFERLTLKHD
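Read-out: endpoint 1-AMA fluorescence, excitation 380 nm and emission 535 nm, after compounds sit 10 min at room temperature with 10 uM horse-spleen apoferritin in 50% saturated 1-AMA/PBS. Values come from four-parameter Hill fits.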
POLB inh = inhibitors of human DNA polymerase beta. AID 485314. 1.3% of 340,000 active. P06746. Pol beta primer extension/strand displacement, fluorescence kinetic. Potency, µM (highest dose often 114 µM), inactives show at the top dose activity change, negative = inhibition, actives largely listed as inhibitors; note: potency is the fitted concentration of half-maximal effect; % is set by controls: 0 for no effect and ±100 for the full control effect
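Curves were derived by four-parameter Hill fits of normalized qHTS data. The kinetic fluorescent primer-extension read was taken at 0 and 10 min after 50 nM substrate, following a 15 min room-temperature preincubation of 10 nM enzyme with compounds.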
POLI inh = inhibitors of human DNA polymerase iota; Pol iota fluorescent replication assay, 10 min; Potency, µM (series often up to 115 µM), inactives show at the top dose activity, negative = inhibition, most hits filed as inhibitors; 1% of 390,000 active; AID 588590; note: potency is the fitted concentration of half-maximal effect
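Pol iota at 10 nM preincubated 15 min with compounds at room temperature; reaction started with fluorescent substrate, 50 nM final. Fluorescence read kinetically at 0 and 10 min; buffer-only wells as negative control.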
LDHA inh = inhibitors of human lactate dehydrogenase A; P00338; purified LDHA, NADH/diaphorase-resazurin fluorescence; stronger effect = lower value; activity change, % (values are at about 110 or 230 µM); 0.15% of 480,000 active; AID 1347041; in the data active = activity change below about -30%; inconclusive = mostly about -25% to -30%;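 note: plate controls were DMSO wells for no effect and wells without enzyme for full effect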
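Human LDH5 (2 nM) was incubated with 0.06 mM NADH and 0.2 mM pyruvate for 5 min at room temperature in Tris pH 7.4. Remaining NADH was coupled through diaphorase/resazurin, and resorufin fluorescence was read at 0 and 20 min.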
Pol eta inh = DNA polymerase eta (human) inhibition; Q9Y253; Potency, µM (series often up to 114 µM), for inactives: top-dose activity change, negative = inhibition, usual class: inhibitors; recombinant Pol eta, fluorescent DNA replication assay; 1.2% of 390,000 active; note: potency is the fitted concentration of half-maximal effect; % is set by controls: 0 for no effect and ±100 for the full control effect
Target sequence (Q9Y253 whole entry, looked up): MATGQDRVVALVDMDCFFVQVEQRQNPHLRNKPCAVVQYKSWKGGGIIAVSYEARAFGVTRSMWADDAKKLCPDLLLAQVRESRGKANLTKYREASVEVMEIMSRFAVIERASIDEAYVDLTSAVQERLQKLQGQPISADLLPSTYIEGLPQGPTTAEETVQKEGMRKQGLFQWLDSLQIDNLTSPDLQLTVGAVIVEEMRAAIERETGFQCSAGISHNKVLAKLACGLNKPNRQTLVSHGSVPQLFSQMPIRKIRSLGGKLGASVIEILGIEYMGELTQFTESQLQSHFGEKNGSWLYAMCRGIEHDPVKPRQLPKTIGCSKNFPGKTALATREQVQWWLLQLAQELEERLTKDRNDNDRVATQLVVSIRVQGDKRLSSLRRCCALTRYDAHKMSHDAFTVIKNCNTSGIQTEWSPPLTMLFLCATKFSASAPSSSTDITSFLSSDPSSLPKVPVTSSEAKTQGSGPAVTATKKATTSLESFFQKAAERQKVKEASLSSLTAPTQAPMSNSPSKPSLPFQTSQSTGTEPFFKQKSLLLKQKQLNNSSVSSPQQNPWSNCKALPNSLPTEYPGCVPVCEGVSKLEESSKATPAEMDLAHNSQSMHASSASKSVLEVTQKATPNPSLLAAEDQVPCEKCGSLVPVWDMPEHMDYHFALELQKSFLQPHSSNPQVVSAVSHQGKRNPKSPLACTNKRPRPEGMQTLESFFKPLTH
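Fluorescent replication assay: 50 nM final substrate added after a 15 min room-temperature compound preincubation with 10 nM enzyme. Signal taken at 0 min and again at 10 min.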
Pol kappa inh = DNA polymerase kappa (human) inhibition; Q9UBT6; purified Pol kappa, fluorescent DNA synthesis assay, 10 min; Potency, µM (top dose mostly 107 µM), inactives show top-dose activity, negative = inhibition, hits mostly inhibitors; 0.53% of 400,000 active; AID 588579; note: potency is the fitted concentration of half-maximal effect; % is set by controls: 0 for no effect and ±100 for the full control effect
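Enzyme at 10 nM met test compounds for 15 min at room temperature. Substrate addition (50 nM final) began the reaction, which was monitored by fluorescence at 0 and 10 min.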
GRP78 ERSR act = inducers of ER stress response in human glioma cells | U87-MG GRP78 promoter luciferase reporter, 16 h | 0.02% of 420,000 active | Potency, µM, inactives show at the top dose activation, hits mostly activators; note: potency is the fitted concentration of half-maximal effect; series mostly up to about 76 µM; % of control where 0% means no effect; nearly all actives have a fitted effect of over 35% in size
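ERSR induction read as luciferase luminescence (Bright-Glo, 10 min at room temperature) in stably transfected human U87-MG glioma cells exposed to compounds for 16 h, using GRP78 as sensor.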
BLM helicase inh = Bloom syndrome helicase (human) inhibition; P54132; recombinant BLM DNA unwinding, fluorescence dequenching; Potency, µM (series often up to 56.1 µM), inactives show at the highest dose activity change, negative = inhibition, hits mostly inhibitors; 0.2% of 350,000 active; AID 2528;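 note: potency is the fitted concentration of half-maximal effect; plate controls were vehicle for no effect and no enzyme for full effect; nearly all actives have a fitted effect of over 35% in size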
Numbers without * were called inactive; ? = inconclusive; . = no result given; & = joins results of further samples; [ ] = remark or other dose. Unless noted, calls come from the whole dose curve; as a rule, active = well fitted curve in the direction sought with a large enough effect; inconclusive = small, poorly fitted or top-dose-only effect, or another doubt; inactive = no such curve, though single readings can be large; an effect the other way counts as inactive or inconclusive. This is a subset, so the mix of outcomes need not match the whole.

The line under a structure holds: APE1 inh | Apoferritin bind | POLB inh | POLI inh | LDHA inh | Pol eta inh | Pol kappa inh | GRP78 ERSR act | BLM helicase inh
1) COc1cccc(CN2CCCN(S(=O)(=O)c3ccc(Br)cc3)CC2)c1
  8% | 47%[activator] | 11% | 1% | 3 | -3% | -15% | -4% | -10%
2) O=C(OCc1ccccc1)N(CCF)c1cn(Cc2ccccc2)c(=O)n(Cc2ccccc2)c1=O
  . | . | . | 28% | -11 | -8% | -6% | -4% | .
3) O=C(Nc1ccc2nc(-c3ccc(Br)o3)[nH]c2c1)c1cccs1
  -3% | 22% | ? | 25% | -5 | ? | -21% | 6% | -13%
4) Cn1nnnc1SCC(=O)Nc1nn(-c2ccccc2)nc1C(N)=O
  2% | -3% | -1% | -13% | 0 | 0% | 8% | -1% | 3%
5) CCOC(=O)CC(=O)CSc1nc(C)cc(C)c1C#N
  -4% | -9% | -26% | ? | 5 | -4% | 2% | 0% | 0%
6) CCCCOCCCNC(=O)N[C@@H](CC(C)C)C(=O)O
  2% | 3% | -12% | 14% | -8 | -8% | -1% | -2% | 1%
7) CCn1c(CSc2nc3ccccc3s2)nnc1SCC(=O)NCC(=O)OC
  -2% | -15% | 3% | 28% | -3 | -11% | -8% | -1% | -1%
8) COc1ccc(/C=C/C(=O)OCC(=O)Nc2cccc(C(C)=O)c2)cc1
  5% | -20% | -9% | 30%[activator] | -10 | -15% | -8% | 0% | 4%
9) Cc1c(-n2c(SC(C)C(=O)NC(N)=O)nc3ccccc3c2=O)c(=O)n(-c2ccccc2)n1C (stereo unspecified)
  4% | -7% | 2% | 122%[activator] | -7 | 0% | 0% | -1% | 4%
10) CCN(CC)S(=O)(=O)c1ccc(NN)nc1
  -1% | ? | 10% | 88%[activator] | -2 | -14% | -7% | 3% | -3%
11) Cc1cccc(NC(=O)c2sc3ncnc(N(C)C4CCCCC4)c3c2C)c1C
  . | -8% | 0% | 21% | 1 | -17% | -1%[60.1 µM] | -5% | 2%
12) CN(Cc1nc(-c2ccncc2)no1)S(=O)(=O)c1ccc(Br)cc1
  -2% | -6% | -25% | 17% | -3 | -19% | 1% | -1% | 3%
13) CNCc1ccccc1OCc1ccccc1F
  25% | -5% | 20% | 184%[activator] | 0 | -18% | -1% | -3% | 5%
14) CCOC(=O)N1CCC(N2C(=O)c3cc(C(=O)NC4CCCCC4)ccc3C2O)CC1 (stereo unspecified)
  -3% | -8% | -18% | 24% | -1 | -20% | -1% | -2% | -6%
15) Cc1cc(C)c(S(=O)(=O)c2ccccc2)c(OC(=O)c2c(Cl)cc(Cl)cc2Cl)n1
  -11% | -19% | 3% | 0% | -3 | -11% | -19% | -8% | -8%
16) CCN(CC)C(=O)C1CCCN(Cc2ccc(OC)c(C)c2C)C1 (stereo unspecified)
  5% | 4% | 7% | 5% | -18 | -11% | -1% | -4% | -7%
17) Cc1ccc(-n2ncc3c(=O)n(CC(=O)NCC4CCCO4)cnc32)cc1 (stereo unspecified)
  -5% | -5% | 20% | 9% | -6 | -17% | -13% | -2% | 0%
18) Cc1ccc(S(=O)(=O)CCC(=O)N2CCN(c3nc4c(C)c(Cl)ccc4s3)CC2)cc1
  . | -16% | 3% | 6% | -7 | -1% | -2%[60.1 µM] | -2% | 1%
19) C#CCn1c(O)c(N=NC(=O)CNC(=O)c2cccnc2)c2ccccc21
  26% | -8% | 19% | 48%[activator] | 0 | -12% | 3% | -3% | -3%
20) O=C(NCCc1ccccc1)c1ccc2nc(CCc3ccccc3)oc2c1
  . | -1% | -16% | -27% | 2 | -7% | 4%[60.1 µM] | 0% | -4%
21) C/C(Cn1nnc2ccccc21)=N/OC(=O)c1c(F)cccc1F
  2% | -4% | 0% | 5% | -14 | -3% | -8% | 0% | -2%
22) C/C(CC1CC(COCCC(C)C)OC1=O)=N\NC(N)=S (stereo unspecified)
  0% | -5% | 5% | -11%[58.9 µM] | -5 | -13% | -3% | -6% | -4%
23) Cc1cccc(CC2CC(=O)N(C3CCCCC3)C2=O)c1 (stereo unspecified)
  19% | 2% | 0% | 13% | 1 | -16% | -2% | -5% | -1%
24) O=C(Nc1nc(-c2ccc(-c3ccccc3)cc2)cs1)c1cnccn1
  0% | -2% | -1% | 62%[activator] | -1 | -16% | -3% | 4% | -1%
25) COc1ccc(S(=O)(=O)Nc2ccc(S(=O)(=O)N3CCCC3)cc2)cc1
  -7% | -14% | 1% | -5% | -11 | -3% | -10% | 0% | -3%
26) Cc1ccc(S(=O)(=O)CC(=O)N2CC(C)OC(C)C2)cc1 (stereo unspecified)
  29% | -2% | 0% | -9% | -4 | -11% | 1% | -2% | -5%
27) Cc1sc2ncn(CC(=O)Nc3ccc(F)cc3Cl)c(=O)c2c1S(=O)(=O)N1CCN(c2ncccn2)CC1
  . | -9% | 9% | 74%[activator] | -11 | -15% | -2% | -1% | -6%
28) O=[N+]([O-])c1ccc(NCCNS(=O)(=O)c2ccccc2)cc1
  2% | -20% | -1% | 39%[activator] | -10 | -17% | -5% | -2% | -4%
29) CC1CCCC(NC(=O)c2cccc(S(=O)(=O)NCc3ccccc3)c2)C1C (stereo unspecified)
  -3% | . | . | 21% | 0 | -13% | -6% | -3% | .
30) CC(C)(C)C1CCc2nc(NC(=O)COc3ccccc3[N+](=O)[O-])sc2C1 (stereo unspecified)
  . | 8% | 15% | -2% | -2 | -14% | -7% | -6% | -4%

Among those listed so far, two contain a nitro group on carbon:
The line under a structure holds: APE1 inh | Apoferritin bind | POLB inh | POLI inh | LDHA inh | Pol eta inh | Pol kappa inh | GRP78 ERSR act | BLM helicase inh
28) O=[N+]([O-])c1ccc(NCCNS(=O)(=O)c2ccccc2)cc1
  2% | -20% | -1% | 39%[activator] | -10 | -17% | -5% | -2% | -4%
30) CC(C)(C)C1CCc2nc(NC(=O)COc3ccccc3[N+](=O)[O-])sc2C1 (stereo unspecified)
  . | 8% | 15% | -2% | -2 | -14% | -7% | -6% | -4%

Carrying on.
The line under a structure holds: APE1 inh | Apoferritin bind | POLB inh | POLI inh | LDHA inh | Pol eta inh | Pol kappa inh | GRP78 ERSR act | BLM helicase inh
31) CC(c1ccccc1)C1OCC(C[N+]2(C)CCCCC2)O1 (stereo unspecified)
  ? | -6% | 32% | 35%[activator] | -6 | -4% | -11% | -11% | -6%
32) NC(=O)NC(CC(=O)NCCc1ccc(S(N)(=O)=O)cc1)c1ccc(Cl)cc1 (stereo unspecified)
  12% | 10% | 36%[activator] | 23% | -6 | 17% | 3% | -1% | -4%
33) O=[N+]([O-])c1ccccc1-c1cc(-c2ccccc2O)n[nH]1
  1% | ? | 1% | 4% | 7 | -16% | -16% | 3% | -7%
34) O=c1cc(-c2ccccc2)nc2nc(COc3ccccc3)[nH]n12
  -3% | -4% | -2% | -11% | -3 | -9% | 1% | 8% | 0%
35) C=CCN1C(=O)C(CC(=O)Nc2ccccc2F)S/C1=N\c1nccs1 (stereo unspecified)
  1% | -10% | 18% | 128%[activator] | -8 | -22% | 6% | -3% | -1%
36) Cn1c(=O)c(C(=O)NNC(=O)c2ccccc2Cl)c(O)c2ccccc21
  24% | -11% | 3% | 33%[activator] | 6 | -11% | 0% | 0% | 1%
37) COc1ccc(C(=O)N2CCCC(Nc3ccc(F)c(F)c3)C2)c(OC)n1 (stereo unspecified)
  -8% | -8% | -19% | 22% | -5 | -24% | -2% | 1% | -4%
38) O=C(COC(=O)c1nc(Cl)ccc1Cl)c1ccc[nH]1
  44% | . | . | ? | 2 | -17% | -10% | 0% | .
39) O=C(NCc1ccccc1)c1n[nH]nc1-c1ccccc1O
  5% | ? | -20% | -9% | 9 | -2% | -10% | 5% | 2%
40) NC(=S)c1ccc[n+]([C@@H]2O[C@@H](COP(=O)([O-])OP(=O)(O)OC[C@H]3O[C@@H](n4cnc5c(N)ncnc54)[C@H](OP(=O)(O)O)[C@H]3O)C(O)C2O)c1 (stereo partly specified)
  -5% | . | 9%[57.1 µM] | 4%[58.9 µM] | . | -6%[57.1 µM] | . | . | .
41) COC1=C(Nc2ccccc2)C(=O)c2ccccc2C1=O
  7% | 3% | ? | 18µM* | 14 | -23% | -10% | -1% | -11%
42) COC(=O)C1=C(C)NC(C)=C(C(=O)OC)C1C(=O)OC1CCCCC1=O (stereo unspecified)
  0% | 4% | -4% | 13%&16% | 1&-4 | -3%&-10% | 7%&-15% | -3%&-1% | 1%
43) CCCC12CN3CC(C)(CN(C1)C3c1ccc3c(c1)OCO3)C2=O (stereo unspecified)
  14% | -3% | -2% | 6% | 3 | -22% | -2% | 5% | -1%
44) O=C(Nc1nnc(S(=O)(=O)N2CCOCC2)s1)c1ccccc1Br
  30% | -15% | ? | -27% | 0 | ? | -26% | -1% | -4%
45) O=C(CCCCCn1c(=O)[nH]c2ccccc2c1=O)NCc1ccccc1
  . | -6% | 2% | 13% | -2 | -4% | -2%[60.1 µM] | -2% | 1%
46) CN(C(=O)COC(=O)CSc1ccc(C(N)=O)cc1[N+](=O)[O-])C1CCS(=O)(=O)C1 (stereo unspecified)
  2% | . | . | -5% | -8 | 2% | -6% | -3% | .
47) CC(=O)c1cccc(Nc2nc3ccccc3n3cnnc23)c1
  28% | 4% | ? | ? | -6 | -13% | -15% | 1% | -2%
48) COc1nnc(-c2ccc(N3CCOCC3)c(NC(=O)c3ccccc3)c2)c2ccccc12
  15% | -6% | 18% | -6% | -3 | -6% | 4% | -6% | -5%
49) Cc1oc(-c2cccc(Cl)c2)nc1CN1CCCC(C(=O)N2CCN(c3ccc(F)cc3)CC2)C1 (stereo unspecified)
  . | 55%[activator] | -2% | -9% | 2 | -21% | -8% | -2% | -9%
50) Cc1oc(-c2cccc(Cl)c2)nc1CSc1nc2c(c(=O)[nH]1)CCC2
  2% | 6% | 9% | -19% | 0 | 5% | 7% | -1% | -9%
51) Cc1ccc(C)c(N2C(=O)N(Cc3cc(=O)n4ccccc4n3)c3ccccc3S2(=O)=O)c1
  . | -7% | 27% | -10% | -8 | -9% | -10%[60.1 µM] | -2% | -6%
52) COc1ccc2c(-c3cnc(N4CCOCC4)nc3)c(-c3ccc(S(C)(=O)=O)cc3)sc2c1
  18% | . | . | 17% | 0 | -21% | -3% | -1% | .
